HTR5A ag = HTR5A agonists in luminescence cell assay, primary screen, counter-screen for OPRM1-OPRD1 heterodimer agonist project, full-deck HTS | 5-hydroxytryptamine receptor 5A (Homo sapiens), P47898 | cell-based | activation, % at 9.3 µM | 340,000 compounds, 0.61% hits | AID 504692, 2011; in the data active = activation mostly above about 9.5%, no sharp cut-off; inactive = mostly below about 7.6%;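 also: 0% = cells with vehicle only and 100% = reference agonist; strong numbers were not always called active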
Target sequence (P47898 whole entry, looked up): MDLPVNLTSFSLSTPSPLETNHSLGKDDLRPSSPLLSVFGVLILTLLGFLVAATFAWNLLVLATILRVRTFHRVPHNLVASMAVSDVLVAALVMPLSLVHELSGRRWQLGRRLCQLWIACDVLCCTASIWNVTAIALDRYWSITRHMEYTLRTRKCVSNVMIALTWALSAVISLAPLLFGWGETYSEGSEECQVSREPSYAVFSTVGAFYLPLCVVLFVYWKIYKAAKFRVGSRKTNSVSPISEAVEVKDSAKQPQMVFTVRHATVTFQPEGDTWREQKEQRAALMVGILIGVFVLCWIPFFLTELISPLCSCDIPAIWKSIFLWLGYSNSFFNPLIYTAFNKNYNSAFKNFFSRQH
MOR-DOR inv ag = inverse agonists of MOR-DOR heterodimerization, primary screen, cell-based, luminescence | cell-based MOR-DOR heterodimer luminescence, inverse agonism | inhibition, % at 9.3 µM | 340,000 compounds, 0.21% hits | AID 504357, 2011; in the data active = inhibition above about 22%, passing the limit was not always enough;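 also: 0% = cells with DMSO and 100% = wells without cells with DMSO; values of inactives mirror those of a sister screen read the other way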
SUMO Mot1 rescue = yeast Mot1-301 growth rescue at high temperature, primary screen, SUMOylation pathway inhibitor project, S. cerevisiae, ATP luminescence, 38.5C; S. cerevisiae Mot1-301 growth rescue; percent above DMSO median, 100 means doubled; growth rescue, % at 18.8 µM; 320,000 compounds, 1% hits; AID 2716, 2010;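 active = every valid replicate shows activation above 250% relative to neutral control wells; inactive = the rest, any valid replicate at or below 250%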;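 also: OY570 slx delta 5 strain wells were the positive control but not used for scaling; some compounds called inactive have numbers as strong as hits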
OPRM1-OPRD1 ag = agonists of OPRM1-OPRD1 heterodimerization, primary screen, cell-based, luminescence; Mu-type opioid receptor (Homo sapiens) + Delta-type opioid receptor (Homo sapiens), …; cells; activation, % at 9.3 µM; 340,000 compounds, 0.3% hits; in the data active = activation above about 18%;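 also: 0% = vehicle-treated cells and 100% = reference agonist; values of inactives mirror those of a sister screen read the other way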
AddAB inh = growth inhibition of E. coli expressing H. pylori AddAB, primary screen, AddAB inhibitor project, absorbance | 330,000 compounds, 0.29% hits | inhibition, % at 11.9 µM | AID 435030, 2010; in the data active = inhibition above about 12%;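 also: 0% = vehicle wells of infected cells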
Ecoli viability = E. coli V3065 growth inhibition, primary screen, counter-screen for AddAB inhibitor project, absorbance, OD600; 18 h; inhibition, % at 11.9 µM; 330,000 compounds, 0.27% hits;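 active = inhibition above the campaign's mean inhibition across all tested compounds plus 3 SD, cut at about 9.9% in these data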;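 also: uninfected addAB+ strain grown without phage in ampicillin broth; 0% = DMSO wells and 100% = ciprofloxacin 0.95 µg/ml wells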
phage Ecoli inh = growth loss of phage-infected E. coli, primary screen, RecBCD inhibitor project, absorbance, with phage, HTS | 360,000 compounds, 0.26% hits | inhibition, % at 11.9 µM | AID 651602, 2012; in the data active = inhibition above about 11%
PfHsp90 yeast 2 = growth inhibition of PfHsp90-expressing yeast, primary screen, antimalarial PfHsp90 inhibitor project, S. cerevisiae, BacTiter-Glo luminescence, single point, set 2; BacTiter-Glo ATP, 48 h; yeast lacking PDR1 and PDR3 efflux regulators; inhibition, % at 9.4 µM; 310,000 compounds, 0.32% hits;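 active = every replicate shows inhibition above about 80%, whatever the replicate mean, limit read from the data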;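 also: 0% = DMSO neutral controls and 100% = 20 µM radicicol positive controls; yeast relying on Plasmodium falciparum Hsp90 in place of its own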
PKA-R1A act = activators of PKA-R1A holoenzyme, primary screen, biochemical, fluorescence polarization, Cy5-IP20, bovine R1A, mouse PKAc | PKA-R1A dissociation; scaled: DMSO 0%, 113 µM cGMP 100% | activation, % at 11.4 µM | 340,000 compounds, 0.083% hits;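 active = percent activation above the mean of all tested compounds plus 3 SD, cut at about 19% in these data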;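 also: higher means more PKAc released from R1A so a rise in polarization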
DSG3 Ab inh = inhibitors of pemphigus antibody binding to DSG3, primary screen, biochemical, bead-based, flow cytometry, scFv-GFP; Desmoglein-3 (Homo sapiens), P32926; DSG3-coupled beads, scFv-anti-DSG3-GFP binding; hits give low values; binding (percent of control), % at 10 µM; 310,000 compounds, 0.48% hits; AID 588358, 2011;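 active = binding more than 3 SD below its plate's average and above zero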;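 also: hits lower antibody fragment binding to DSG3; some compounds called inactive have numbers as strong as hits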
HTR5A inv ag = HTR5A inverse agonists in luminescence cell assay, primary screen, counter-screen for OPRM1-OPRD1 heterodimer inverse agonist project, full-deck HTS; HTR5A cell line, inverse agonism; inhibition, % at 9.3 µM; 340,000 compounds, 0.083% hits; in the data active = inhibition mostly above about 23%, no sharp cut-off; inactive = mostly below about 18%;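 also: 0% = cells with DMSO and 100% = no-cell wells with DMSO; some compounds called inactive have numbers as strong as hits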
Numbers without * were called inactive; x = not tested or not shown.

SMILES	HTR5A ag	MOR-DOR inv ag	SUMO Mot1 rescue	OPRM1-OPRD1 ag	AddAB inh	Ecoli viability	phage Ecoli inh	PfHsp90 yeast 2	PKA-R1A act	DSG3 Ab inh	HTR5A inv ag
COc1ccc2nc(NC(=O)CCc3ccc(OC)c(OC)c3)sc2c1	10.3	11.9	-0.2	-2.4	4.7	1.3	4.1	-10.1	-0.1	104.4	-22.2
CCc1cc(=O)oc2cc(C)cc(OCC(=O)NCCc3c[nH]c4ccccc34)c12	2.0	13.2	-7.2	-2.6	2.5	-0.8	0.5	-33.7	8.8	100.6	14.4
CCC(=O)Nc1c(C#N)c2nc3ccccc3nc2n1-c1ccc(C)cc1	-0.3	11.4	x	-2.1	x	x	-1.7	3.6	10.8	91.4	16.6
CC(=O)Nc1ccc(S(=O)(=O)N(CC(=O)O)Cc2ccccc2)cc1	2.5	5.5	x	-1.0	1.8	1.6	0.6	-51.1	-8.3	105.7	-6.5
CCOC(=O)N1CCN(CC(=O)Nc2nnc(C(F)(F)F)s2)CC1	2.4	15.1	3.8	-3.0	4.2	1.0	0.9	4.3	-4.2	113.7	-14.5
CC[n+]1ccccc1/C=C1\Sc2ccc(C)cc2N1C	-2.4	19.8	14.0	-3.6	1.8	1.6	0.1	5.7	-7.5	107.0	9.3
CCOCCCNC(=O)CCNS(=O)(=O)c1ccc(C)cc1	4.5	-12.6	-3.9	2.3	-1.4	-3.9	0.1	x	4.1	102.0	-7.6
Cc1ccccc1N1CCN(C(=S)c2ccc(-c3cccc([N+](=O)[O-])c3)o2)CC1	6.0	3.5	-1.8	-0.7	-4.7	0.1	2.0	1.8	-14.8	91.5	-8.8
CCOC(=O)Nc1ccc2c(c1)N(CCCN(C)C)c1ccccc1CC2	8.8	-8.0	4.5	1.6	-2.3	-2.5	1.9	0.2	0.1	106.2	-19.5
O=C(N/N=C/c1ccccn1)c1cc(-c2ccc(Br)s2)[nH]n1	5.7	-58.8	33.9	7.3	-1.7	-6.6	-3.0	-1.1	7.5	118.1	-16.9
COc1ccc(CNC(=O)C(C)n2nc(C)c3c(C)n(-c4ccc(C)cc4)nc3c2=O)cc1 (stereo unspecified)	3.7	9.1	14.5	-1.8	0.8	-0.9	1.9	-18.9	14.7	85.0	-1.4
CCOC(=O)COc1ccc2c(c1)C(=O)CC(C)(C)O2	-1.1	8.8	-9.3	-1.6	0.8	2.5	3.6	-5.1	18.9*	95.5	1.4
O=C(N/N=C/C=C/c1ccc(Br)cc1)C(O)c1ccccc1 (stereo unspecified)	-2.8	-12.5	-7.9	1.8	3.5	0.3	-1.1	2.8	-15.1	103.0	21.5
CSCCC(NS(=O)(=O)c1ccc2c(c1)oc(=O)n2C)C(=O)NCc1cccs1 (stereo unspecified)	-3.1	16.6	-7.1	-3.3	2.2	2.6	-1.1	-61.9	-3.6	99.8	-33.4
Cc1cc(C)nc(N(C#N)C(C)C(=O)N(C)C)n1 (stereo unspecified)	6.0	-3.9	-0.5	0.7	2.9	-0.7	0.9	-9.6	-8.3	100.8	-20.9
Cc1nn(C)c(Cl)c1CN1CCN(C2CCCC2)C(CCO)C1 (stereo unspecified)	-3.9	-1.0	5.3	0.2	2.4	-0.4	0.9	-6.7	-2.9	105.2	10.9
COc1ccc(NC(=O)CC2C(=O)N(C)C(=S)N2Cc2cccs2)cc1 (stereo unspecified)	-4.0	2.1	-11.4	-0.4	3.5	3.3	2.2	-1.8	-11.4	99.1	-11.0
CN(Cc1ccccc1)Cc1nc2c(c(=O)n(C)c(=O)n2C)n1CCc1ccccc1	4.1	7.9	-6.8	-1.4	1.1	-0.7	1.3	-0.4	-17.4	101.5	4.1
O=C(O)CC(NC(=O)CCc1ccccc1)c1ccc(Cl)cc1 (stereo unspecified)	1.4	14.2	-3.2	-3.2	1.8	0.5	1.1	-6.9	-3.1	107.2	-5.3
COc1ccc2c(=O)c3c(=O)n(Cc4ccco4)c(-c4ccc(C)cc4)nc3oc2c1	0.6	7.4	15.5	-1.7	0.5	-2.5	0.5	8.0	4.2	98.1	-1.5
CCNc1ccc(C(=O)N/N=C/c2c(C)nn(-c3ccccc3)c2N2CCCC2)cc1[N+](=O)[O-]	0.1	-2.7	92.8	0.5	1.1	-2.0	3.9	3.7	-5.5	82.4	-13.3
CCOc1ccc(-n2c(C)cc(/C=N/NC(=O)C(N)=O)c2C)cc1	0.9	6.1	21.0	-1.3	-0.7	-3.5	0.1	x	1.5	113.5	-2.3
C=CCNC(=S)Nc1cc(S(=O)(=O)N2CCOCC2)ccc1-n1cncn1	-6.1	20.0	-14.3	-3.8	1.4	2.9	0.4	-7.0	1.8	105.9	27.8
CCOC(=O)c1ccccc1NC(=O)CC1SC(=NC)N(C)C1=O (stereo unspecified)	-3.4	2.8	x	-0.5	12.1	7.7	2.2	-33.5	10.4	110.2	9.1
O=C(NCc1ccc(Cl)cc1)c1cccc(NC(=O)c2ccccc2)c1	0.8	-11.6	-1.2	2.2	6.7	3.9	4.5	-2.2	3.7	98.9	-3.0
CS(=O)(=O)N(CC(=O)NCc1ccncc1)c1cc(Cl)cc(Cl)c1	5.0	-3.1	-15.4	0.5	2.5	-1.2	1.5	-14.2	3.7	x	-0.1
CCCn1c(SCC(=O)N2CCc3ccccc32)nnc1-c1ccco1	0.9	-1.4	-13.4	0.2	3.0	-1.5	0.0	4.1	-5.5	95.4	-0.8
Cc1ccc(C)c(SCC(=O)Nc2oc(C)c3c(C)n[nH]c(=O)c23)c1	-0.9	8.6	5.8	-1.4	0.2	-0.1	4.1	32.1	3.1	102.0	3.2
CCCc1nnc(NC(=O)c2cn(CC)c3cc(N4CCN(C)CC4)c(F)cc3c2=O)s1	x	x	644.0*	x	98.6*	97.2*	43.4*	x	x	110.5	x
COc1c(C(=O)Nc2ccc3[nH]c(=O)[nH]c3c2)cc2ccccc2c1Br	8.3	-82.4	-1.3	15.7	1.8	1.6	3.2	6.1	0.8	100.8	-23.3
O=C(NCc1cccs1)c1cccnc1SCCS(=O)(=O)c1ccc(C(F)(F)F)cn1	x	x	2.1	x	6.9	0.8	2.3	x	x	105.7	x
Cc1ccc(NC(=S)NCCSc2ccc(Cl)cc2)cc1	4.4	-37.0	22.2	7.8	7.4	2.2	4.0	-4.8	-6.5	94.4	-11.4
CSc1sc(-c2nnc(SCC(=O)Nc3ccccc3)n2C)c2c1C=CCC2	x	x	-15.5	x	-0.8	-1.4	0.6	x	x	106.8	x
CCOC(=O)c1sc(NC(=O)c2ccc(S(=O)(=O)N3CCOCC3)cc2)cc1C	-3.7	5.5	-20.8	-1.0	0.5	1.9	4.2	41.6	7.8	101.2	-1.6
COc1ccc(S(=O)(=O)N(CC(=O)NCC2CCCO2)Cc2ccccc2)cc1C (stereo unspecified)	0.8	-5.4	6.0	1.0	4.7	1.8	0.9	6.3	-8.2	x	-1.0
Cc1ccc(/C=C2\SC(=S)N(C3CCS(=O)(=O)C3)C2=O)cc1 (stereo unspecified)	10.3	-12.9	-7.0	2.5	2.4	2.2	1.8	-4.5	1.9	109.5	-18.4
CCOC(=O)CC12CN3CN(C1)CC(CC(=O)OCC)(C3)C2=O	4.2	1.4	-2.6	-0.3	-0.9	-0.2	1.1	6.0	-11.8	97.6	-12.9
COc1ccc(NC(=O)CC2C(=O)Nc3ccccc3N2CC(=O)N2CCCC2)cc1 (stereo unspecified)	-2.4	12.4	5.0	-3.1	-0.8	1.2	2.8	9.8	-5.6	101.4	5.8
CSc1nnc(-c2sc3cc(Cl)ccc3c2Cl)n1C	7.0	5.3	12.0	-0.9	0.7	2.0	3.0	9.8	4.6	x	-18.9
COC(=O)C(Cc1ccccc1)NC(=O)CNC(=O)c1ccc(Br)cc1 (stereo unspecified)	-3.6	6.7	14.5	-1.1	2.3	-2.1	0.1	13.2	-9.7	x	-6.9
O=C1NCC(c2ccccc2)C1C(=O)N/N=C/c1ccc(Cl)s1 (stereo unspecified)	-0.6	20.6	398.7	-4.1	3.3	-0.5	4.2	-2.8	-7.0	102.4	1.6
COc1cccc(NC(=O)NC2(C(=O)N3CCN(C)CC3)CCCCC2)c1	4.6	9.0	1.2	-1.2	4.4	-0.4	1.4	29.3	-0.3	x	-12.3
COc1ccc(CC(=O)NC2CC(C)(C)NC(C)(C)C2)cc1	6.7	-4.6	48.6	0.8	3.9	1.5	-0.5	x	5.8	x	-17.5
Cc1ccc(S(=O)(=O)NC(CC(C)C)C(=O)N2CCOCCOCCOCCOCC2)cc1 (stereo unspecified)	3.9	-44.8	11.1	5.5	3.1	1.3	1.7	32.9	1.0	103.4	-18.1
Cc1csc(SC(C)C(=O)Nc2ccc(S(=O)(=O)N3CCCC3)cc2)n1 (stereo unspecified)	1.0	5.2	-6.0	-1.0	0.0	0.2	5.4	-8.0	4.6	106.2	-10.0
O=C(OCc1nc2ccccc2s1)c1cccc(S(=O)(=O)N2CCOCC2)c1	-8.5	6.0	-8.7	-1.1	-2.8	-1.4	1.2	9.9	-15.4	104.7	-25.8
CCCc1ccc(-c2cc(NC(=O)CSc3n[nH]c(N)n3)n(-c3ccccc3)n2)cc1	7.3	6.4	-11.3	-1.2	1.8	-4.0	2.0	-18.0	-5.7	82.3	9.9
Cc1ccc2cc(CN(CC3CCCO3)C(=S)NCc3ccco3)c(=O)[nH]c2c1 (stereo unspecified)	0.3	10.0	-7.2	-2.1	-9.7	-0.2	-1.3	-5.0	1.6	116.9	-0.8
O=C(Cn1cc([N+](=O)[O-])ccc1=O)Nc1ccc2c(c1)OCO2	-1.3	14.0	-8.1	-3.8	0.4	-0.5	3.0	3.1	2.3	101.1	-15.8
Cc1c(C(=O)N2CCN(c3ccccn3)CC2)cccc1[N+](=O)[O-]	-0.8	4.4	8.6	-0.9	3.2	2.5	2.0	11.7	-1.2	106.5	-54.7
CCn1c2c(c3ccc(OC)cc31)CCCC2=O	2.0	-1.5	-18.3	0.2	1.0	0.8	-0.2	7.5	-4.5	99.5	3.1

Screening results as filed in PubChem BioAssay.
